aSyn rescue – inhibitors of alpha-synuclein toxicity in yeast; Yeast expressing alpha-synuclein, growth rescue, BacTiter-Glo, 24 h; Potency, µM (highest dose often 46.1 µM), for inactives: top-dose growth rescue (activation), most hits filed as activators; 0.14% of 370,000 active; also: potency is read from the fitted curve at half-maximal effect; % of control where 0% means no effect; nearly all actives have a fitted effect of over 65% in size
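Screening used galactose-induced yeast with toxic alpha-synuclein levels, exposed to compound for 24 hr at 30 deg C. Cell growth, read with BacTiter-Glo luminescence, gave the measured signal.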
TDP43 rescue – TDP-43 toxicity inhibition in yeast | 1.8% of 410,000 active | TDP-43 expressing yeast growth rescue, BacTiter-Glo, 24 h | Potency, µM (top dose mostly 46.1 µM), for inactives: top-dose growth rescue (activation), usual class: activators | AID 652104; also: potency is read from the fitted curve at half-maximal effect; % of control where 0% means no effect; nearly all actives have a fitted effect of over 50% in size
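Galactose-induced TDP-43 yeast, OD600=0.02, compound pinned; 24 hr, 30 deg C; BacTiter-Glo luminescence for growth. Inhibitors of TDP-43 toxicity read as activators.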
GLP1R inv ag – acts as inverse agonist at human GLP-1 receptor; AID 624417; HEK293 GLP-1R CRE-luciferase, luminescence, 24 h; GLP-1R form is constitutively active; 1.6% of 410,000 active; Potency, µM (series often up to 38.3 µM), inactives show at the top dose activity change, negative = inhibition, most hits filed as inhibitors; also: potency is read from the fitted curve at half-maximal effect; % is scaled to controls: 0 for no effect and ±100 for the full control effect; nearly all actives have a fitted effect of over 55% in size
Target sequence (P43220 whole entry, looked up): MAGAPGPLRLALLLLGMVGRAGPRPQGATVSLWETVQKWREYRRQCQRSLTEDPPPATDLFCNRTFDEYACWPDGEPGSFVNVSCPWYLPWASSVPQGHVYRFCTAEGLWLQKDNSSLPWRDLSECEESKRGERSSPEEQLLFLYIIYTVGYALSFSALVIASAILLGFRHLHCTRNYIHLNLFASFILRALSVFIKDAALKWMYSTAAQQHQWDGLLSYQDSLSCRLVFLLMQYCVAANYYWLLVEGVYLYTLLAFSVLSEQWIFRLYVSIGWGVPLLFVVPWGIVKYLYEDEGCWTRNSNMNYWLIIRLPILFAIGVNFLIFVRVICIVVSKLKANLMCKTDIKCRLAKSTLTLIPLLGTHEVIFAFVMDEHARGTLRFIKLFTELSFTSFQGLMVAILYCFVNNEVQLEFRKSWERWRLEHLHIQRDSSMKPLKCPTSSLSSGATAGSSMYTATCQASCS
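HEK293 cells stably co-expressing constitutively active GLP-1R and a cAMP-responsive luciferase reporter were seeded in DMEM with 10% Nu serum, given compounds after 12 h, and incubated 24 h at 37 deg C. Luminescence was then read.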
Akt phos inh – Akt phosphorylation inhibition; Neuro2A IGF-stimulated pAkt S473 HTRF, 20 min; hits give low values; activity change, % for hits at 50 µM; 0.32% of 360,000 active; in the data active = activity change below about -80%; inconclusive = mostly about -51% to -80%; also: % is scaled to controls: 0 for no effect and ±100 for the full control effect
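Single-point screen (50 µM final compound) in Neuro2A cells stimulated 20 min with 6 nM IGF at 37 deg C. After lysis, Ser473-phosphorylated Akt read by HTRF (ex 330 nm, em 615/665 nm) as the 665/615 ratio.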
Abeta rescue – restores growth of yeast expressing A-beta42 peptide; yeast expressing A-beta42, growth rescue, OD600, 48 h; response scale: 0% DMSO, 100% iron-clioquinol control; Potency, µM (highest dose often 46.1 µM), for the others: at the highest dose growth rescue, most hits filed as activators; 0.063% of 410,000 active; AID 1347071; also: potency is read from the fitted curve at half-maximal effect; nearly all actives have a fitted effect of over 55% in size
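Growth rescue measured by 600 nm absorbance after 48 h yeast culture at 30 C with compound. Values normalized between DMSO and an equimolar ferric chloride plus clioquinol control.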
MmCpn inh – inhibitors of Methanococcus maripaludis chaperonin (MmCpn); 0.031% of 330,000 active; purified Mm-Cpn ATPase, ADP Transcreener TR-FRET; Potency, µM (titrated, usually from 76.9 µM), for the others: at the top dose activity, negative = inhibition, hits mostly inhibitors; also: potency is read from the fitted curve at half-maximal effect; % is scaled to controls: 0 for no effect and ±100 for the full control effect; nearly all actives have a fitted effect of over 80% in size
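ATP (10 uM final) was added to archaeal chaperonin (25 nM final) after 10 min exposure to test compound at 37°C; after 30 min further incubation, ADP was detected by competitive TR-FRET.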
FUS yeast rescue – rescues growth of FUS-expressing yeast. AID 1347120. 0.24% of 390,000 active. S. cerevisiae FUS-expressing, growth rescue, OD600, 24 h. Potency, µM (top dose mostly 76.6 µM), for the others: at the top dose growth rescue (activation), usual class: activators;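 also: potency is read from the fitted curve at half-maximal effect; plate controls were DMSO vehicle for no effect and reference control for full effect; nearly all actives have a fitted effect of over 55% in size; some results filed as inactive show a strong effect at the top dose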
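Galactose (2%) drives FUS expression in yeast precultured in raffinose; seeding density OD 0.005. Test compounds incubated 24hr at 30C and 99% humidity before absorbance at 600 nm was measured.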
GLP1R cytotox – cytotoxicity in counter-screen for GLP-1R inverse agonists. HEK293 cAMP-luciferase reporter cells, luminescence, 24 h. Potency, µM (doses to about 38.3 µM), without a hit: at the highest dose activity change, negative = inhibition, usual class: inhibitors. 0.13% of 410,000 active. AID 624418;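 also: loss of luciferase light is scored as toxicity; potency is read from the fitted curve at half-maximal effect; % is scaled to controls: 0 for no effect and ±100 for the full control effect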
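Compound-treated cells are incubated 24 hr at 37 deg C under 5% CO2 after a 12 hour attachment period, then luciferase detection reagent is added and luminescence is measured following 12 min at room temperature; lowered signal indicates toxicity.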
PTHR1 agonist – activates the human parathyroid hormone receptor PTHR1; Q03431; HEK293 GP2 PTHR1 cells, GloSensor cAMP luminescence, 1 h; Potency, µM (doses to about 115 µM), for the others: at the top dose activation, most hits filed as activators; 0.075% of 410,000 active; AID 743266; also: potency is read from the fitted curve at half-maximal effect; nearly all actives have a fitted effect of over 55% in size; some results filed as inactive show a strong effect at the top dose; inactives centre near -15; many of its hits are not listed in these tables
Target sequence (Q03431 whole entry, looked up): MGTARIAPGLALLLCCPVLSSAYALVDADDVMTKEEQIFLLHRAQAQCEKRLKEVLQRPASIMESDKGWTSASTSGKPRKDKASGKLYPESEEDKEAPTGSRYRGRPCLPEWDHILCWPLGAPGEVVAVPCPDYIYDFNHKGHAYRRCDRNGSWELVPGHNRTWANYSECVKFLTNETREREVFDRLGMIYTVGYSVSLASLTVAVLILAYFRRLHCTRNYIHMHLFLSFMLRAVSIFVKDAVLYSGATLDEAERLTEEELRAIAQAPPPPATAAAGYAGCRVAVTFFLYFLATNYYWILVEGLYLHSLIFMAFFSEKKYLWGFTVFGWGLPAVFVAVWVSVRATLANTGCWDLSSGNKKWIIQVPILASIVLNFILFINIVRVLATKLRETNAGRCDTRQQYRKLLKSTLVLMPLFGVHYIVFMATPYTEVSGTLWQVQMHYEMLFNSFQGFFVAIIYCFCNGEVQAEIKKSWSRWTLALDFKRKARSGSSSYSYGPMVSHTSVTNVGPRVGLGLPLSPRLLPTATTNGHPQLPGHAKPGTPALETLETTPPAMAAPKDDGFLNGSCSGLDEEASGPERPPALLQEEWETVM
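HEK-293-derived GP2 cells expressing PTHR1 and a GloSensor cAMP reporter, 3,000/well, plated overnight, given luciferin plus IBMX (each 0.5 mM as added) for 1 h at 37 °C, then compound for 1 h at 37 °C. Luminescence was read after 15 min at room temperature.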
The depositor's hits bear a star; i = inactive; ? = inconclusive; · = no result given; [ ] = another dose, or the depositor's remark. Unless noted, calls follow the shape of the dose curve; as a rule, active = well fitted curve in the direction sought with a large enough effect; inconclusive = small, poorly fitted or top-dose-only effect, or another doubt; inactive = no such curve, though single readings can be large; an effect the other way counts as inactive or inconclusive. Not all compounds are listed, so the mix of outcomes need not match the whole.

Value order – aSyn rescue, TDP43 rescue, GLP1R inv ag, Akt phos inh, Abeta rescue, MmCpn inh, FUS yeast rescue, GLP1R cytotox, PTHR1 agonist
O=C(C1CC(c2ccccc2O)=NO1)N1CCCC1 (stereo unspecified)
    0%, -4%, -4%, i, 2%, -1%, -3%, -14%, -39%[inhibitor][57.5 µM]
Cc1cc(=O)n2[nH]c(-c3cccc(Cl)c3)cc2n1
    -8%, 1%, 26%, i, -10%, -1%, -22%, 4%, -2%
COc1ccc(Br)cc1CNC(=O)CCCn1c(=O)c2cccn2c2cccnc21
    ·, -10%, 3%, ·, -7%, ·, -22%, 2%, -44%[inhibitor]
O=S1(=O)CCC(N2CCOCC2)C1 (stereo unspecified)
    -2%, 6%, 3%, i, -5%, -2%, ·, 5%, i
c1ccc(CCNCCOc2ccccc2)cc1
    8%, -8%, -20%, i, 14%, -3%, -5%, 12%, i
COCCNc1ncnc2c1ncn2[C@H]1CN(Cc2ccncc2)C[C@@H](CO)O1
    -10%, 2%, -18%, ·, 0%, ·, -21%, 1%, -20%
O=C(COc1ccccc1Cl)Nc1ccc2[nH]c(=O)[nH]c2c1
    2%, 21%, 27%, i, 3%, 1%, 7%, 10%, -11%
Cc1cc(NCCCN(C)C)n2nc(-c3cccs3)cc2n1
    -4%, 5%, -27%, i, 0%, 0%, -21%, -13%, i
Cc1ccc2c(c1)N(C(=O)CCC(=O)N1CCc3ccccc3C1)CCO2
    -14%, 15%, ?, -105%*, 7%, 2%, 0%, -16%, i
Cc1ccc(NC(=O)Cn2cc(S(=O)(=O)N3CCCC3)c(S(=O)(=O)N3CCCC3)c2)cc1C
    ·, -3%, -19%, ·, -7%, ·, 21%, -12%, -10%
O=C1C2ON(c3ccccc3)C(c3cccnc3)C2C(=O)N1Cc1ccccc1 (stereo unspecified)
    9%, 11%, 0%, i, 15%, -2%, 17%, -2%, -15%[57.5 µM]
CCc1ccc(C(=O)COC(=O)c2cccs2)cc1
    3%, 8%, -11%, i, -2%, -2%, 10%, -2%, -1%
COc1ccc(C(=O)N2CCN(c3ccc(NC(=O)c4cccnc4)cc3)CC2)cc1
    2%, -4%, 4%, i, -5%, -1%, 28%, 4%, i
Cc1nn(CC(=O)NCC2CCCO2)c(=O)c2ccccc12 (stereo unspecified)
    0%, -4%, 3%, i, 0%, 1%, 14%, -19%, -4%[57.5 µM]
Cc1cc(-c2ccc(C(C)C)c(S(=O)(=O)N3CCOc4ccccc43)c2)on1
    20%, 9%, ?, i, -6%, 0%, 31%, 3%, -77%[inhibitor]
CC1CCc2c(sc(NC(=O)c3c([N+](=O)[O-])cnn3C)c2C(N)=O)C1 (stereo unspecified)
    0%, -4%, 21%, i, -16%, -4%, -13%, -1%, i
O=C1CC(c2ccccc2)CC(O)=C1C=NCCN1CCN(C(=O)Nc2ccccc2)CC1 (stereo unspecified)
    20%, -41%[inhibitor], -2%, i, -10%, 1%, -4%, -7%, i
O=C(COC(=O)Cc1ccccc1[N+](=O)[O-])NCc1ccc(F)cc1
    -1%, -9%[0.397 µM], 5%, i, -26%, -1%, -1%, -4%, i
COc1ccc(-c2cc(C)no2)cc1S(=O)(=O)NCC1CCN(Cc2cc(C)ccc2C)CC1
    2%, -2%, ?, i, 17%, 2%, 11%, -22%, i
CCOC(=O)c1c(-c2ccccc2)csc1NC(=O)C1CCCO1 (stereo unspecified)
    -17%, -15%, ?, i, 3%, -6%, -4%, -10%, i

Value order – aSyn rescue, TDP43 rescue, GLP1R inv ag, Akt phos inh, Abeta rescue, MmCpn inh, FUS yeast rescue, GLP1R cytotox, PTHR1 agonist
COC(=O)c1sccc1N/N=C/c1cccc(Oc2ccccc2)c1
    3%, 12%, ?, i, 1%, 2%, -2%, 32%, -11%
CCOC(=O)C1=C(C)NC(=O)/C1=C\N(C)C
    6%, -8%, 19%, i, -5%, 0%, 9%, -2%, -15%
O=C(Cn1cnc2ccccc2c1=O)NC1CCCc2ccccc21 (stereo unspecified)
    5%, -3%, 4%, i, -8%, 1%, 13%, -5%, i
O=C(CSc1nc(-c2ccccc2)no1)N1CCN(c2ccccc2)CC1
    ·, 14%, -1%, ·, 6%, ·, -18%, 0%, i
CS(=O)(=O)N(CCc1ccccc1)CC(=O)N1CCN(c2ccccc2)CC1
    -11%, -19%, -27%, i, -12%, 0%, 30%, -12%, -34%[inhibitor][57.5 µM]
CCCCCC(=O)N1C[C@@H](n2cc(COC(=O)c3ccccc3)nn2)[C@H](O)C[C@@H]1c1ccc(OC)cc1
    -8%, 4%, ?, i, -5%, ·, 36%, 3%, -55%[inhibitor]
Cc1ccc2[nH]c(=O)c(C(c3nnnn3C(C)(C)C)N3CCN(C(=O)c4ccco4)CC3)cc2c1 (stereo unspecified)
    3%, -7%, 1%, i, 6%, -3%, 14%, 3%, 0%
Cc1ccc(S(=O)(=O)Nc2ccc(C(=O)NCCCn3ccnc3)cc2)cc1[N+](=O)[O-]
    -2%[1.84 µM], 9%, -4%, i, -3%, -1%, 9%, -1%, i
O=C(Nc1ccccc1C(=O)N/N=C/c1ccccc1)c1ccco1
    -8%, 0%, 4%, i, -19%, 0%, -9%, -2%, i
COc1ccccc1N1CCN(C(=O)c2cnc(N3CCOCC3)c3ccccc23)CC1
    ·, 25%, ?, ·, -1%, ·, 17%, -16%, -33%[inhibitor]
O=S(=O)(NC1=NCCCCC1)c1ccc2ccccc2c1
    0%, 8%, 13%, i, 8%, 0%, ·, -10%, i
NS(=O)(=O)c1ccc(CNS(=O)(=O)c2cc(C(=O)O)ccc2Cl)cc1
    1%, 14%, -1%, i, -1%, 1%, 2%, 3%, i
CS(=O)(=O)Nc1cccc(C2=NN(C(=O)CCC(=O)O)C(c3cccs3)C2)c1 (stereo unspecified)
    0%, 12%, 0%, i, 3%, -4%, -9%, 0%, 12%
COc1cccc(N(CC(=O)Nc2ccccc2C)S(C)(=O)=O)c1
    0%, -11%, 3%, i, 11%, 1%, -18%, -23%, i
CC(C)CCNC(=O)Cn1cc2c(n1)CCCCC2
    1%, 0%, -9%, i, 2%, 1%, 10%, 6%, -19%
COc1ccc(CCC(=O)NCCS(=O)(=O)N2CCN(c3ccccc3)CC2)cc1
    -5%, 9%, -5%, i, 7%, -3%, 9%, 9%, -21%
COc1ccc(S(=O)(=O)N2CCCC(C(=O)NC3CC3)C2)cc1Cl (stereo unspecified)
    0%, -4%, -17%, i, 2%, -3%, -2%, 12%, -27%
Cc1ccccc1C(=O)N1CCC(C(=O)Nc2ccc(C)c(S(=O)(=O)N3CCCCC3)c2)CC1
    -1%, 15%, ?, i, 2%, -1%, 20%, -23%, -27%
C=CCOc1c(Br)cc(CNn2c(C)n[nH]c2=S)cc1OCC
    -4%, -6%, -9%, i, 17%, -3%, 20%, -7%, i
Cc1ccc(OCc2nc(-c3cccs3)no2)c([N+](=O)[O-])c1
    1%, 12%, ?, i, -4%, 1%, 20%, 12%, -2%

Next section, starting with the last 2 of the part before.
Value order – aSyn rescue, TDP43 rescue, GLP1R inv ag, Akt phos inh, Abeta rescue, MmCpn inh, FUS yeast rescue, GLP1R cytotox, PTHR1 agonist
C=CCOc1c(Br)cc(CNn2c(C)n[nH]c2=S)cc1OCC
    -4%, -6%, -9%, i, 17%, -3%, 20%, -7%, i
Cc1ccc(OCc2nc(-c3cccs3)no2)c([N+](=O)[O-])c1
    1%, 12%, ?, i, -4%, 1%, 20%, 12%, -2%
COc1cccc2c1Oc1nc(-c3ccccc3)nc(SCC(=O)N3CCCCC3)c1C2
    ·, 9%, 9%, ·, -8%, ·, -5%, 12%, -7%
Cc1ccnc(NC(=O)CCCc2c[nH]c3ccccc23)c1
    10%, 2%, ?, i, -12%, 1%, -18%, ?, -24%
COc1ccc(-c2noc(CCC(=O)NC3CCCCC3)n2)cc1OC
    0%, 14%, 3%, i, 4%, 1%, -15%, 7%, -22%[57.5 µM]
Cc1cccc(N2C(=O)C(Cl)=C(N3CCOCC3)C2=O)c1
    8%, 22%, 14%, i, 9%, 1%, -11%, 4%, i
CC1(C(=O)Nc2ccc3nc[nH]c3c2)CCN1C(=O)C1(c2ccccc2)CC1 (stereo unspecified)
    -1%, 6%, 27%, i, -6%, ·, -11%, 4%, -11%
Cc1ccc(C)c(C(=O)CSc2nnnn2C(C)C)c1
    6%, ?, 5%, i, -20%, -2%, 12%, 31%, i
Cc1ccc(NC(=O)NC(=O)c2cnccc2C(F)(F)F)c(C)c1
    3%, 3%, -26%, i, 28%, -1%, 11%, -24%, -6%
CC(=O)Nc1cccc(C(=O)OCC(=O)Nc2c(C)nn(-c3ccccc3)c2C)c1
    -1%, -1%, ?, i, 3%, 1%, 15%, -11%, i
CNS(=O)(=O)c1cc(NC(=O)c2cncn2-c2ccccc2)ccc1C
    4%, -16%, 11%, i, 7%, -25%, 15%, -7%, i
O=C(c1ccccc1F)N1CCN(c2ccc([N+](=O)[O-])c(NCC3CCCO3)c2)CC1 (stereo unspecified)
    14%, 14%, 24%, i, -8%, 1%, ?, -22%, -15%

With a hit mark in Akt phos inh, of those listed so far:
canonical_smiles	Akt phos inh	MmCpn inh	PTHR1 agonist
Cc1ccc2c(c1)N(C(=O)CCC(=O)N1CCc3ccccc3C1)CCO2	-105%*	2%	i

Compound activity: PubChem BioAssay, National Center for Advancing Translational Sciences (NCATS)
